High-throughput results deposited in PubChem BioAssay by Sanford-Burnham Center for Chemical Genomics.
TNAP activation fold: human TNAP enzyme activators, primary screen, biochemical, luminescent, no phosphate acceptor, uHTS (AID 1001); purified TNAP, luminescent activation assay, no phosphate acceptor; higher activation fold means a stronger effect; activation fold at 20 µM; hits with a dose series show EC50 in µM; 200,000 compounds, 0.03% hits; in the data active means activation fold from about 3, or a potency from the dose series; inactive means the rest, 99 in 100 with activation fold below about 1.6; further: many of its hits are not listed in these tables
XIAP displacement: small molecules displacing peptide from XIAP – biochemical, IAP family, fluorescence polarization (AID 1018) | XIAP BIR domain, fluorescence polarization peptide displacement; higher % means a stronger effect | 200,000 compounds, 0.007% hits | displacement, % at 20 µM, or IC50 in µM where a hit was titrated; in the data active means displacement above about 50%; further: a part of the inactive calls stands beside numbers as strong as those of hits
human PMI inhibition: MPI enzyme activity inhibition – biochemical, fluorescence intensity, coupled assay, primary screen (AID 1209). purified PMI enzyme, coupled fluorescence intensity; higher % means a stronger effect. 190,000 compounds, 0.42% hits. inhibition, % at 20 µM, or IC50 in µM where a hit was titrated;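 further: plate controls were DMSO vehicle for no effect and wells lacking substrate for full effect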
PMI inhibition: MPI inhibition at elevated mannose 6-phosphate – biochemical, fluorescence intensity, high mannose 6-phosphate, primary screen (AID 1220). recombinant PMI enzyme, coupled fluorescence intensity; higher % means a stronger effect. one-dose inhibition, % at 20 µM; IC50 in µM for titrated hits. 190,000 compounds, 0.66% hits
HEK293 NOD2/NF-kB: inhibition of NOD2-driven NF-kB reporter – cell-based, luminescence, uHTS, HEK293 (AID 1566) | HEK293 NOD2/NF-kB luciferase reporter, luminescence; higher % means a stronger effect | one-dose inhibition, % at 4 µM; EC50 in µM for titrated hits | 290,000 compounds, 0.63% hits; further: many of its hits are not listed in these tables
LYP inhibition: inhibitors of LYP phosphatase, biochemical, fluorescence intensity, uHTS (AID 1779). recombinant LYP phosphatase, fluorescence intensity; higher % means a stronger effect. inhibition, % at 11.5 µM, or IC50 in µM where a hit was titrated. 290,000 compounds, 0.054% hits;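 further: plate controls were vehicle with enzyme for no effect and no enzyme for full effect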
NOD1 NF-kB reporter: NOD1 signaling inhibitors, primary screen, cell-based, luminescence, uHTS (AID 1578); NOD1-driven NF-kB luciferase reporter cells, luminescence; higher % means a stronger effect; inhibition, % at 4 µM, or EC50 in µM where a hit was titrated; 290,000 compounds, 1% hits; in the data active means inhibition mostly above about 36%, no sharp cut-off; inactive means mostly below about 34%;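 further: HEK-293T reporter cells stimulated with the NOD1 agonist gamma-tri-DAP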
KOR beta-arrestin-1: KOR agonists, beta-arrestin recruitment, primary screen, cell-based, luminescence, uHTS (AID 1777); KOR beta-arrestin recruitment, luminescence; higher % means a stronger effect; activation, % at 10 µM, or EC50 in µM where a hit was titrated; 280,000 compounds, 0.02% hits; in the data active means activation above about 50%, passing the limit was not always enough; further: a part of the inactive calls stands beside numbers as strong as those of hits
KOR beta-arrestin-2: KOR antagonists, beta-arrestin recruitment, cell-based, luminescence, uHTS (AID 1778); 290,000 compounds, 0.091% hits; KOR beta-arrestin recruitment, luminescence, antagonist mode; higher % means a stronger effect; inhibition, % at 10 µM, or IC50 in µM where a hit was titrated; further: strong numbers were not always called active
Starred values were filed as active, the others as inactive; nt = no result given; [ ] = remark or other dose. Unless noted, no stated cut-off is given here; in the data, active means inhibition above about 50%; inactive means the rest. Some of the compounds tested; count on the stated rates, not on these rows.

The first 6 compounds (preview)
smiles | TNAP activation fold | XIAP displacement | human PMI inhibition | PMI inhibition | HEK293 NOD2/NF-kB | LYP inhibition | NOD1 NF-kB reporter | KOR beta-arrestin-1 | KOR beta-arrestin-2
COCCNC(=S)N(CCc1c(C)[nH]c2ccc(OC)cc12)Cc1ccco1 | nt | nt | nt | nt | 15% | -5% | -6% | -5.2% | 18%
C/C(=N\Nc1ccc(C(=O)O)cc1)c1ccc2c(c1)Nc1ccccc1S2 | nt | nt | nt | nt | -17% | 1% | 5% | 0.9% | -35%
Nc1[nH]c(N=NC(=O)c2ccc(Cl)cc2)c2ccccc12 | 2.5 | -1.0% | 14% | 2% | -20% | 5% | -26% | 6.2% | -4%
N#Cc1ccc(OCC(=O)n2cc(C(=O)c3cc(Cl)cc(Cl)c3O)cn2)cc1 | nt | nt | nt | nt | 30% | -7% | -1% | 2.3% | 17%
COC(=O)C1(CC2CC(c3cccc(Br)c3)=NO2)CCN(C(=O)OC(C)(C)C)CC1 (configuration not stated) | nt | nt | nt | nt | 22% | -5% | 43%* | 4.2% | -31%[20 µM]
COc1cccc(CN2C(=O)Nc3ccccc3C(=O)N2C(C)(C)C)c1 | 1.1 | -0.6% | -7% | -7% | 6% | -8% | 4% | 0.5% | -49%

The listing, from the start:
smiles | TNAP activation fold | XIAP displacement | human PMI inhibition | PMI inhibition | HEK293 NOD2/NF-kB | LYP inhibition | NOD1 NF-kB reporter | KOR beta-arrestin-1 | KOR beta-arrestin-2
COCCNC(=S)N(CCc1c(C)[nH]c2ccc(OC)cc12)Cc1ccco1 | nt | nt | nt | nt | 15% | -5% | -6% | -5.2% | 18%
C/C(=N\Nc1ccc(C(=O)O)cc1)c1ccc2c(c1)Nc1ccccc1S2 | nt | nt | nt | nt | -17% | 1% | 5% | 0.9% | -35%
Nc1[nH]c(N=NC(=O)c2ccc(Cl)cc2)c2ccccc12 | 2.5 | -1.0% | 14% | 2% | -20% | 5% | -26% | 6.2% | -4%
N#Cc1ccc(OCC(=O)n2cc(C(=O)c3cc(Cl)cc(Cl)c3O)cn2)cc1 | nt | nt | nt | nt | 30% | -7% | -1% | 2.3% | 17%
COC(=O)C1(CC2CC(c3cccc(Br)c3)=NO2)CCN(C(=O)OC(C)(C)C)CC1 (configuration not stated) | nt | nt | nt | nt | 22% | -5% | 43%* | 4.2% | -31%[20 µM]
COc1cccc(CN2C(=O)Nc3ccccc3C(=O)N2C(C)(C)C)c1 | 1.1 | -0.6% | -7% | -7% | 6% | -8% | 4% | 0.5% | -49%
Cc1cc(OCc2ccc(C(=O)n3cccn3)o2)ccc1Cl | 1.1 | -8.9% | -18% | -10% | -33% | -4% | -24% | -0.7% | -39%
O=C(NC(=S)Nc1ccccc1O)c1cccnc1 | nt | nt | nt | nt | 8% | -5% | -27% | -7.1% | 5%[20 µM]
O=C(Cn1c(CN2CCCCC2)nc2ccccc2c1=O)Nc1ccccc1 | 1.1 | -15% | 9% | -1% | 12% | -1% | 2% | -0.3% | 17%
Cc1cccc(-c2nc(CN3CCCC(C(=O)NC4CCC(C)CC4)C3)c(C)o2)c1 (configuration not stated) | 1 | -1.1% | 2% | 1% | -2% | 0% | -7% | 0.0% | -7%
CC1=C(C(=O)Nc2ccc(Cl)cc2)C(c2ccco2)NC(=O)N1 (configuration not stated) | 1 | -7.2% | 8% | 1% | 23% | -6% | 28% | 0.7% | -42%
CN(C)C(CNc1ncnc2sc3c(c12)CCCC3)c1ccco1 (configuration not stated) | 1.1 | -1.3% | 1% | 2% | -6% | -4% | -15% | 1.7% | -41%
CCCN(CC1CC1)C(=O)COC(=O)c1[nH]c(C)c(C(=O)OCC)c1C | 1.1 | -2.0% | -1% | -7% | -1% | -3% | -6% | -6.4% | 46%
CCC(C)N1C(=O)S/C(=C/c2ccc(N3CCOCC3)cc2C)C1=O (configuration not stated) | 1 | -2.3% | 0% | -3% | -3% | 5% | -48% | -0.9% | -2%
COc1ccc(Cl)cc1Nc1ncnc2sc(C)c(S(=O)(=O)N3CCC(C)CC3)c12 | 1 | -7.8% | 5% | 9% | -2% | 5% | -41% | 11% | 11%
O=C(CCCC(=O)c1ccccc1)NCCc1ccccc1F | nt | nt | nt | nt | 5% | -5% | -6% | -5.0% | 9%
Cn1nnnc1SCC(=O)Nc1cc(C(=O)O)cc(C(=O)O)c1 | 1.1 | -4.8% | 6% | 5% | 2% | -10% | 3% | -2.7% | -10%
Cc1ccc(C(=O)OCC(=O)N(CC(C)C)c2c(N)n(Cc3ccccc3)c(=O)[nH]c2=O)s1 | nt | nt | nt | nt | -2% | -7% | -25% | -6.3% | 32%
CC(=O)N1CCN(C(=O)CSc2nc3c(cnn3-c3ccccc3)c(=O)[nH]2)CC1 | 1.1 | 1.1% | 9% | 4% | 4% | -2% | -8% | -6.2% | -8%
Cc1ccccc1NC(=O)Cn1c(C)nc2ccc(N)cc2c1=O | 1 | -6.0% | 6% | 6% | 9% | -10% | 7% | 5.0% | -15%
COCn1ccnc1C(O)(c1ccc(OC)cc1)c1ccc(OC)cc1 | 1 | 1.3% | 2% | 4% | 16% | 1% | -12% | -0.8% | 0%
COc1cccc(NC(=O)Cc2ccc(C)cc2)c1 | 1.2 | -5.6% | -5% | -4% | -7% | -9% | -21% | -5.6% | -7%
CS(=O)(=O)c1ccc2nc(N)sc2c1 | 1 | -4.1% | 7% | 6% | 12% | -2% | 0% | -0.8% | 24%
Cc1ccc(N2CCN(S(=O)(=O)c3ccc4c(c3)NC(=O)C(C)C(=O)N4)CC2C)cc1 (configuration not stated) | nt | nt | nt | nt | 20% | -6% | -7% | 0.5% | 1%[20 µM]
CC(C)C[C@H](NC(=O)C1CCN(S(=O)(=O)c2ccccc2)CC1)C(=O)NCc1ccccn1 | nt | nt | nt | nt | 6% | -12% | -12% | 1.7% | -16%
Cc1ccc(NC(=S)N(Cc2cccs2)Cc2cc3cc(C)cc(C)c3[nH]c2=O)cc1 | 1 | -9.3% | 0% | -5% | -8% | 1% | -37% | 7.6% | 12%
CC1(C)CC(=O)C(N=Nc2ccc(S(=O)(=O)N3CCOCC3)cc2)=C(O)C1 | nt | nt | nt | nt | -19% | -7% | 11% | 2.4% | -18%
CCn1c2ccccc2c2cc(NC(=O)c3cccc(OC)c3OC)ccc21 | 1.1 | -3.5% | 10% | 4% | 15% | 4% | -12% | 2.3% | -19%
COc1cccc(-n2nc(C(=O)N3CCN(Cc4ccccc4)CC3)c3ccccc3c2=O)c1 | 1.1 | -2.2% | 14% | 12% | 11% | -6% | 25% | -1.3% | -21%
Cc1ccc(N(CC(=O)N2CCN(Cc3ccccc3)CC2)S(C)(=O)=O)cc1C | nt | nt | nt | nt | -8% | -15% | -12% | -4.1% | 18%

Structures shown so far that contain an aryl thioether with sulfur outside any ring (2):
smiles | TNAP activation fold | XIAP displacement | human PMI inhibition | PMI inhibition | HEK293 NOD2/NF-kB | LYP inhibition | NOD1 NF-kB reporter | KOR beta-arrestin-1 | KOR beta-arrestin-2
Cn1nnnc1SCC(=O)Nc1cc(C(=O)O)cc(C(=O)O)c1 | 1.1 | -4.8% | 6% | 5% | 2% | -10% | 3% | -2.7% | -10%
CC(=O)N1CCN(C(=O)CSc2nc3c(cnn3-c3ccccc3)c(=O)[nH]2)CC1 | 1.1 | 1.1% | 9% | 4% | 4% | -2% | -8% | -6.2% | -8%

Further results follow.
smiles | TNAP activation fold | XIAP displacement | human PMI inhibition | PMI inhibition | HEK293 NOD2/NF-kB | LYP inhibition | NOD1 NF-kB reporter | KOR beta-arrestin-1 | KOR beta-arrestin-2
CCOc1ccc(Nc2nc(Cc3nnc(SCC(=O)O)o3)cs2)cc1 | 1.1 | -11% | 7% | 16% | 2% | -6% | -7% | 0.9% | -18%
COc1ccccc1-n1c(SCC(=O)Nc2ccccc2C)nc(O)cc1=O | 1.1 | -2.7% | -5% | 8% | 8% | -6% | -17% | -3.8% | 3%
CC(C)(C)c1ccc(C(=O)N2CCC(C(=O)NCC3CCCO3)CC2)cc1 (configuration not stated) | 1 | -1.2% | 14% | 9% | 8% | -9% | -21% | -3.4% | 12%
C=CCn1c(C(C)NC(=O)CCC)nc2ccccc21 (configuration not stated) | 1 | -11% | -8% | -11% | -6% | -6% | 20% | -5.7% | -22%
CCN(CC(=O)Nc1c(F)cccc1F)C(=O)c1ccc(C(F)(F)F)cc1 | nt | nt | nt | nt | -6% | -6% | 2% | 2.9% | -12%
Cc1ccc(-n2c3c(cc(C(=O)O)c2=O)C(=O)CC(C)(C)C3)cc1 | 1.1 | -3.7% | 9% | 1% | 2% | 1% | -7% | -4.9% | 23%
Cc1ccc(C(=O)c2cccc(N)c2)cc1C | 1.1 | 0.8% | 1% | 7% | 39% | 2% | -3% | 1.5% | -30%
Nc1nc(-c2ccccc2)cc(N2CCCCC2)n1 | 1 | -6.2% | 0% | -1% | -28% | 2% | 6% | -3.1% | -177%
Cn1nnnc1SCC(=O)N(C1CCCCC1)C1CCCCC1 | 1 | -3.2% | 3% | 12% | 1% | -7% | -24% | 15% | 36%
O=C(COC(=O)c1n[nH]c(=O)c2ccccc12)c1ccc(Cl)cc1 | 1 | -2.8% | -2% | 6% | 14% | -9% | -24% | 4.2% | 22%
O=C(COC(=O)c1ccc2c(c1)OCO2)Nc1ccccc1 | 1.1 | -2.4% | -2% | -1% | 17% | 0% | -31% | -3.3% | 8%
O=C(COC(=O)c1cn(-c2ccccc2)nc1-c1ccccc1)c1cccc([N+](=O)[O-])c1 | 1.1 | -24% | -1% | 3% | 6% | 0% | 4% | 5.4% | -9%
Cc1ccc2c(C)nc(NC3=NCN(Cc4ccccc4)CN3)nc2c1 | 1 | -0.4% | 20% | 11% | -14% | -4% | -12% | -2.9% | 6%
CCC(=O)Nc1ccc(NC(=O)CSc2nnc(-c3ccco3)n2C)cc1 | nt | nt | nt | nt | -1% | -13% | -29% | 1.6% | -20%
COc1c(N2CCN(C(=S)NC3CC4CCC3C4)C(C)C2)c(F)cc2c(=O)c(C(=O)O)cn(C3CC3)c12 (configuration not stated) | nt | nt | nt | nt | 29% | -6% | 0% | -1.4% | -6%
Cc1cc(N2CCN(C)CC2)nc2ccc(NC(=S)NCCN3CCc4ccccc4C3)cc12 | 1 | -9.5% | -15% | -4% | 22% | 0% | -5% | -0.2% | -18%
Cc1nn(C(C)C)c(C)c1CN1CCC(C(=O)Nc2cccc(-c3cccc(F)c3)c2)CC1 | nt | nt | nt | nt | 12% | -2% | -32% | -2.3% | -28%
CCOC(=O)CC1CCCCN1C(=O)c1ccc2oc(CCc3ccccc3)nc2c1 (configuration not stated) | nt | nt | nt | nt | 2% | -2% | 13% | -3.4% | -7%

Three entries out of the list above, ordered by their value in KOR beta-arrestin-2, rising.
structure	TNAP activation fold	XIAP displacement	human PMI inhibition	PMI inhibition	HEK293 NOD2/NF-kB	LYP inhibition	NOD1 NF-kB reporter	KOR beta-arrestin-1	KOR beta-arrestin-2
O=C(COC(=O)c1ccc2c(c1)OCO2)Nc1ccccc1	1.1	-2.4%	-2%	-1%	17%	0%	-31%	-3.3%	8%
CC(C)(C)c1ccc(C(=O)N2CCC(C(=O)NCC3CCCO3)CC2)cc1 (configuration not stated)	1	-1.2%	14%	9%	8%	-9%	-21%	-3.4%	12%
Cn1nnnc1SCC(=O)N(C1CCCCC1)C1CCCCC1	1	-3.2%	3%	12%	1%	-7%	-24%	15%	36%
